Source: PubChem BioAssay
PL synth Enamine: animal cell phospholipid biosynthesis inhibition, Enamine screen | calls only at 10 µM | hit rate 0.4% among 20,000 | ZR-82 CHO cells, pyrene fatty acid UV survival, CellTiter Blue; peroxisome-deficient CHO-K1 mutant line; plus DGAT-1, DGAT-2 and ACAT inhibitors | AID 1347385;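 active = cell survival signal 2 SD away from solvent-only control wells, confirmed on one or two retests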;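 note: 3 h compound exposure then viability read about one day after UV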
Calls only; i = inactive. Not all compounds are listed; rates above refer to the full screens.

SMILES	PL synth Enamine
CCN(CC)c1ccc2c(c1)OC(=O)N(c1ccc(Cl)c(Cl)c1)P2(=S)c1ccc(Cl)cc1 (stereo not given)	i
Cc1cc(C(=O)NNC(=O)CSc2ncnc3sc(C)c(C)c23)c(C)o1	i
S=c1sc2ccc(Cl)cc2n1CN1CCN(c2ncccn2)CC1	i
CN(c1ccccc1)S(=O)(=O)c1ccc(Br)s1	i
CCOC(=O)c1c(C)[nH]c(C(=O)OCC(=O)NC(=O)NC(C)(C)C)c1C	i
Cc1noc(C)c1S(=O)(=O)N(C)CC(=O)NC1CCCC1	i
Cc1ccc(-c2nn3cnnc3c3ccccc23)cc1	i
C=CCNC(=S)Nc1ccc(Cl)cc1F	i
c1nc(SCc2ccc3c(c2)OCO3)c2c3c(sc2n1)CCCC3	i
Cn1c(N)c(C(=O)COC(=O)Cn2nnc(-c3cccs3)n2)c(=O)n(C)c1=O	i
CCn1c(C)c(C=NC(C)C2CC3CCC2C3)c2ccccc21 (stereo not given)	i
O=[N+]([O-])c1ccc(Cl)c(S(=O)(=O)N2CCOCC2)c1	i
O=C1NCCN/C1=C\c1ccc2ccccc2n1	i
CC1N(C)c2cc3c(cc2C1(C)C)P(=Nc1ccc(Br)cc1)(N1CCOCC1)OC(c1cccs1)=N3 (stereo not given)	i
Fc1ccc(-c2nn(CN3CCN(c4ccccc4F)CC3)c(=S)n2-c2ccccc2)cc1	i
O=C(c1sc2cc(Cl)ccc2c1Cl)N(C(=O)c1sc2cc(Cl)ccc2c1Cl)c1ccc(Br)cn1	i
Nc1ccc(N2CCCCC2)cc1	i
Nc1nnc(SCC(=O)N2N=C3/C(=C/c4ccco4)CCCC3C2c2ccco2)s1 (stereo not given)	i
Cn1c(=O)c2c(ncn2CCCC(=O)Nc2ccnn2Cc2cccs2)n(C)c1=O	i
Cc1nn(CC(=O)C(C)(C)C)c(C)c1[N+](=O)[O-]	i
Cc1cc(C(=O)CSc2nnnn2C(C)C)c(C)n1C1CC1	i
CN1/C(=C\C(=O)c2oc3ccccc3c2N)C(C)(C)c2ccccc21	i
COC(=O)CCNC(=O)CNC(=O)C12CC3CC(CC(C3)C1)C2	i
O=C1OCCC1Sc1nnc(-c2c[nH]c3ccccc23)o1 (stereo not given)	i
Cc1ccc2c(Cl)cc(Cl)c(O)c2n1	i

Filtered by structure: the compounds so far with two or more sulfur atoms.
SMILES	PL synth Enamine
Cc1cc(C(=O)NNC(=O)CSc2ncnc3sc(C)c(C)c23)c(C)o1	i
S=c1sc2ccc(Cl)cc2n1CN1CCN(c2ncccn2)CC1	i
CN(c1ccccc1)S(=O)(=O)c1ccc(Br)s1	i
c1nc(SCc2ccc3c(c2)OCO3)c2c3c(sc2n1)CCCC3	i
O=C(c1sc2cc(Cl)ccc2c1Cl)N(C(=O)c1sc2cc(Cl)ccc2c1Cl)c1ccc(Br)cn1	i
Nc1nnc(SCC(=O)N2N=C3/C(=C/c4ccco4)CCCC3C2c2ccco2)s1 (stereo not given)	i

Next section:
SMILES	PL synth Enamine
Cc1cc(C(=O)Cn2cc(C(F)(F)F)ccc2=O)c(C)n1C(C)C	i
Cc1cc(=O)n2[nH]c(C(F)(F)F)nc2n1	i
CN(C)CCN1C(=O)C(O)=C(C(=O)c2ccco2)C1c1cccs1 (stereo not given)	i
CCOc1cc(/C=N/n2nnnc2N)ccc1OCc1c(C)no[n+]1[O-]	i
Cc1ccc(P(=Nc2ccc(I)cc2)(N2CCOCC2)N2CCOCC2)o1	i
Fc1cc(Br)ccc1NC(=S)NCC1CCCO1 (stereo not given)	i
Nc1ncc([N+](=O)[O-])c(Sc2nc3ccccc3s2)n1	i
S=c1nc2ccccc2c2[nH]c3ccccc3n12	i
O=S(=O)(NC1c2cccc3cccc(c23)C1Sc1ncccn1)c1ccccc1 (stereo not given)	i
C=C(C)CN=c1scc(-c2ccc(OC)cc2OC)n1/N=C(\C)c1ccc(OC)cc1	i
O=c1cc(CSc2nnc(Nc3ccccc3)s2)nc2sc3ccccc3n12	i
COc1ccc(N2C(=O)C3CCCN3C2=S)cc1 (stereo not given)	i
O=[N+]([O-])c1ccc(NN=C2CCCCCCC2)cc1	i
CN(C)C=Nc1nc(-c2ccc3ccccc3c2)cs1	i
O=C(CSc1nnnn1C1CC1)N(Cc1ccco1)C1=CCCCC1	i
O=C(Cn1cc([N+](=O)[O-])ccc1=O)NCC1CCCO1 (stereo not given)	i
C=CCn1c(-c2ccc(F)cc2)n[nH]c1=S	i
Cn1c(SCc2cc(Cl)c3c(c2)OCCO3)nnc1C1CC1	i
O=C(N1CCN(C(=O)C23CC4CC(CC(C4)C2)C3)CC1)C12CC3CC(CC(C3)C1)C2	i
Cc1ccc(C2=Nn3c(nnc3C3CCCCC3)SC2C)cc1C (stereo not given)	i
CC1=C(c2ccc(Cl)cc2)Nc2nc(C(F)(F)F)nn2C1c1ccc(Cl)cc1 (stereo not given)	i
NC(=O)COC(=O)C12CC3CC(CC(Br)(C3)C1)C2	i
Cc1sc2nc(CN3CCCC3)nc(Sc3nnnn3C3CC3)c2c1C	i
C=CCN=c1scc(-c2ccc(OC(F)F)cc2)n1N=Cc1c[nH]c2ccccc12	i
CCC12CC3CC(Br)(C1)CC(C(=O)O)(C3)C2 (stereo not given)	i

Later entries
SMILES	PL synth Enamine
Brc1ccc(Oc2nnc(Oc3ccc(Br)cc3)c3ccccc23)cc1	i
CN(C)CCCNS(=O)(=O)c1ccc2c(c1)OCCCO2	i
Nc1c(C(=O)CSc2ncnc3sccc23)c(=O)[nH]c(=O)n1C1CC1	i
Cn1cc(P(=S)(N2CCOCC2)N2CCOCC2)cc1P(=Nc1ccccc1)(N1CCOCC1)N1CCOCC1	i
O=S1(=O)CCC(Nc2ccccc2)C1 (stereo not given)	i
Brc1cc2c(cc1CSc1nnc(-c3ccc4c(c3)OCO4)o1)OCO2	i
CNC(=S)N1CCc2ccccc21	i
COc1ccc(OC)c(/C(C)=N/Nc2nc(C)cc(=O)[nH]2)c1	i
CCCCN(C(=O)CCC(=O)O)c1c(N)n(CCC)c(=O)[nH]c1=O	i
Cc1nn(-c2ccccc2)c(N)c1N=Nc1cccc(Cl)c1	i
Cn1c(SCC(=O)Nc2cc(C(C)(C)C)no2)nnc1C1CC1	i
C(=C(/c1nc2ccccc2[nH]1)c1nc2ccccc2s1)/c1ccc(-c2ccccc2)cc1	i
COC(=O)C(C)OC(=O)c1[nH]c(C)c(C(C)=O)c1C (stereo not given)	i
Nc1ccc(-c2ccc(N)c([N+](=O)[O-])c2)cc1[N+](=O)[O-]	i
Clc1ccc2oc(Nc3ccc4c(c3)CCC4)nc2c1	i
CCNc1ncnc2sc3c(c12)CCCC3	i
O=C(O)C1=NN(C2CCS(=O)(=O)C2)C(=O)CC1 (stereo not given)	i
CN(C(=O)CSc1nnc(-c2cccs2)n1C1CC1)C1CCS(=O)(=O)C1 (stereo not given)	i
CN1CC(=O)N(CC(=O)N2CCOCC2)C1=O	i
CC1(C)CC2=NN(c3ccccc3)P(=O)(Nc3ccccc3[N+](=O)[O-])C2=C(N2CCCCC2)C1 (stereo not given)	i
Nc1ncnc(Nc2ccc(Br)cc2)n1	i
Cc1cc(C)nc(N=Nc2c(O)[nH]c3ccc(Br)cc23)n1	i
CC(=O)c1sc(NC(=O)Cn2[nH]c(=O)ccc2=O)nc1C	i
O=C(NN1C(=O)NC2(CCCCC2)C1=O)C1COc2ccccc2O1 (stereo not given)	i
O=C(N=C1N=C2C=CC(Br)=CN2Cc2ccccc21)C1CCCCC1	i

(listing goes on)
SMILES	PL synth Enamine
COc1ccc2c(c1OC)C(=O)OC2CC(C)=O (stereo not given)	i
CCCc1cc(=O)oc2cc(OC(C)C(C)=O)c(Cl)cc12 (stereo not given)	i
Cn1/c(=N/N=C/C=C/c2ccccc2[N+](=O)[O-])sc2ccccc21	i
COc1ccc(OCCN(C)Cc2cc3c(cc2O)OCO3)cc1	i
Cc1nc(N2CCOCC2)c2c3c(sc2n1)CC(C)CC3 (stereo not given)	i
FC(F)(F)c1ccccc1/C=N/n1c(-c2ccc(Cl)cc2Cl)n[nH]c1=S	i
Cc1sc2nc(C(C)Sc3nnc(-c4cccs4)n3C3CC3)[nH]c(=O)c2c1C (stereo not given)	i
Oc1ccc(N2CCN(Cn3nc(CSc4nc5ccccc5s4)n(-c4ccccc4)c3=S)CC2)cc1	i
CC1Cc2ccccc2N1P(=Nc1ccc(Br)cc1)(c1ccc(Br)cc1)c1ccc(Br)cc1 (stereo not given)	i
CCOC(=O)c1c(C)[nH]c(C(=O)COC(=O)c2cc(C)oc2C)c1C	i
CC(C)(C)c1ccc(-c2n[nH]c(=S)n2/N=C/c2ccc(Br)cc2)cc1	i
CC(C)c1ccc(C2C3=C(COC3=O)Nc3c2c(=O)n(C)c(=O)n3C)cc1 (stereo not given)	i
O=S(=O)(c1ccc(S(=O)(=O)N(Cc2ccco2)Cc2cccs2)cc1)N1CCCC1	i
CC(C)(C)c1nc2sc3c(c2c(=O)o1)CCCC3	i
Cn1cccc1/C=N/NC(=O)C12CC3CC(CC(C3)C1)C2	i
Clc1ccc(C2=Nc3nc(-c4ccccc4)cn3C(c3ccc(Cl)cc3)C2)cc1 (stereo not given)	i
O=P1(Nc2ccccc2)C=C(c2ccccc2)OC(c2ccccc2)=C1	i
O=C(/C=C/c1ccc2c(c1)OCO2)NC1=NCCS1	i
Cn1c(-c2ccccc2)nnc1P(c1ccccc1)c1ccccc1	i
Nc1c(C(=O)NC2CC2)sc2nc3c(c(-c4ccco4)c12)CC/C3=C/c1ccco1	i
CN1/C(=C\P(=Nc2cccc3ccccc23)(Oc2cccc3ccccc23)c2ccccc2)C(C)(C)c2ccccc21 (stereo not given)	i
c1ccn2c(Sc3ncnc4sc5c(c34)CCCC5)nnc2c1	i
O=C(/C=C/c1ccc2ccccc2n1)OCc1cc(=O)n2cc(Br)ccc2n1	i
O=c1nc2n(c3ccccc13)C(c1ccccc1)C(O)=C2c1nc2ccccc2s1 (stereo not given)	i
O=C1CCCC1Sc1nnc(C2CC2)n1-c1ccccc1 (stereo not given)	i

Pulled by compound from the list above, four records:
SMILES	PL synth Enamine
Cn1cccc1/C=N/NC(=O)C12CC3CC(CC(C3)C1)C2	i
CC(C)(C)c1nc2sc3c(c2c(=O)o1)CCCC3	i
O=P1(Nc2ccccc2)C=C(c2ccccc2)OC(c2ccccc2)=C1	i
COc1ccc2c(c1OC)C(=O)OC2CC(C)=O (stereo not given)	i

Following part.
SMILES	PL synth Enamine
CN(C)C(=O)C(F)(F)C(F)(F)C(F)(F)C(F)(F)C(=O)N(C)C	i
O=C(O)COc1ccc2oc(=O)c3c(c2c1)CCC3	i
O=C(c1ccco1)N1N=C(c2cccs2)CC1c1ccc(Cl)o1 (stereo not given)	i
O=[N+]([O-])c1cc2c(cc1/C=N/Nc1nc3ccccc3s1)OCO2	i
Cn1c(CCC(N)=O)nnc1SCC(=O)N1N=C(c2cccs2)CC1c1cccs1 (stereo not given)	i
Fc1ccc(F)c(-c2cn3cc(Cl)ccc3n2)c1	i
O=C(NNC(=O)C12CC3CC(CC(Br)(C3)C1)C2)c1ccco1	i
O=S(=O)(Oc1cc(Cl)ccc1Cl)c1ccc(F)cc1	i
O=C(Nc1nnc(C2CC2)s1)c1cc2c(=O)n3ccccc3nc2s1	i
CN(C)c1ccc(S(=O)(=O)N(C)C)cc1N	i
Cc1ccc(-c2c3c(nc4sc5c(c24)CCC5)-c2cc(F)ccc2S(=O)(=O)C3)cc1	i
O=[N+]([O-])c1ccc(S(=O)(=O)Oc2ccc(Cl)c(Cl)c2)cc1	i
O=S(=O)(Nc1ccc(-n2cnnn2)cc1)c1ccc(S(=O)(=O)N2CCCC2)cc1	i
CCCCN(CC)C(=O)c1cc2c(=O)n3cccc(C)c3nc2n1C	i
Fc1ccc(/C=N/Nc2ccc(C(F)(F)F)cn2)c(F)c1	i
COc1ccc2c(Cl)c(C(=O)OC3CCOC3=O)sc2c1Cl (stereo not given)	i
O=[N+]([O-])c1ccc2nc(CF)sc2c1	i
Cc1csc(=O)n1CC(=O)OCC(=O)N1N=C2/C(=C/c3ccco3)CCCC2C1c1ccco1 (stereo not given)	i
O=c1[nH]c(O)c(C=Nc2ccc(Br)cc2)c(=O)[nH]1	i
CNS(=O)(=O)c1cccc(S(=O)(=O)c2cccc(S(=O)(=O)NC)c2)c1	i
NC1=NC(c2ccc(Br)cc2F)n2c(nc3ccccc32)N1 (stereo not given)	i
OCCNCCOc1ccc(I)cc1	i
O=C(Cc1coc2cc3c(cc12)CCC3)OCc1cc(=O)n2c(n1)sc1ccccc12	i
CCOC(=O)c1cc2c(=O)n3cccc(C)c3nc2n(CCCOC)c1=N	i
C/C(=N\NC(N)=O)C1CCCCC1	i

Three structures already listed, arranged by SMILES length, highest first:
SMILES	PL synth Enamine
Cc1csc(=O)n1CC(=O)OCC(=O)N1N=C2/C(=C/c3ccco3)CCCC2C1c1ccco1 (stereo not given)	i
CN(C)C(=O)C(F)(F)C(F)(F)C(F)(F)C(F)(F)C(=O)N(C)C	i
O=C(NNC(=O)C12CC3CC(CC(Br)(C3)C1)C2)c1ccco1	i

(more compounds)
SMILES	PL synth Enamine
Brc1cc2c(cc1CSc1nnnn1-c1ccccc1)OCCO2	i
O=C(O)c1coc2c(F)c(F)c(F)cc2c1=O	i
CCOC(=O)NC(=O)CN(CC)C(=S)NC1CCCCC1	i
S=c1[nH]nc(Nc2ccccc2Br)n1-c1ccccc1Br	i
CC1=C(C)SC(=c2sc3n(c2=O)C(c2ccc(Cl)cc2)C=C(c2ccc(C)cc2)N=3)S1 (stereo not given)	i
O=[n+]1cc(-c2cccc(C(F)(F)F)c2)n([O-])c2c1CCCC2	i
O=C(CC1(C(=O)O)CCCC1)NC1CC1	i
CC(C)(C)c1ccc(-c2nnc3n2-c2ccccc2SC3)cc1	i
O=C(NCCC12CC3CC(CC(C3)C1)C2)c1ncc(Cl)c(Cl)c1Cl	i
